GRIN3A LBD mod: modulators (binders) of human NR3A ligand-binding domain; NR3A LBD differential scanning fluorimetry, Tm shift; 0% = protein alone, 100% = glycine-bound protein; Tm shift relative to glycine control, % at 25 µM; hit rate 2.5% among 340,000;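 active means melting temperature shift of at least 10% of the positive control shift, at one fixed dose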
Mdm2 MdmX PPI: disrupts the human Mdm2-MdmX interaction | SaOS-2 split-luciferase Mdm2/MdmX complementation, luminescence | O15151+Q00987 | inhibition, % at 8 µM | hit rate 3% among 330,000;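 active means inhibition of at least 50% at 8 µM in the primary screen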
tim10-1 inh: inhibits growth of tim10-1 mutant yeast; AID 463190; S. cerevisiae tim10-1 ts strain growth, BacTiter-Glo, 24 h; hit rate 2.2% among 330,000; inhibition, % at 20 µM;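 active means inhibition of at least 40%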;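 further: mutant grown at 25 °C; 0% = DMSO wells with yeast and 100% = wells holding no yeast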
TIM10 inh: TIM10 yeast growth inhibition | inhibition, % at 10 µM | hit rate 1.4% among 330,000 | AID 463195 | S. cerevisiae TIM10 strain growth, BacTiter-Glo luminescence, 24 h;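 active means inhibition of 40% or more at the single tested concentration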;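 further: wild-type TIM10 isogenic control strain grown at permissive 25 °C; 0% = DMSO yeast wells and 100% = minimal medium wells without yeast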
APJ ag: agonists of human APJ apelin receptor; CHO-K1 APJ PathHunter beta-arrestin, luminescence; 0% DMSO wells, 100% apelin; activation, % at 20 µM; P35414; AID 2520; hit rate 0.11% among 330,000;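 active means activation more than six SD over the plate average, tested at 20 µM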;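 further: 0% = DMSO alone and 100% = apelin-13 at 10 nM; some results filed as inactive read as strong as hits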
Target sequence (P35414 whole entry, looked up): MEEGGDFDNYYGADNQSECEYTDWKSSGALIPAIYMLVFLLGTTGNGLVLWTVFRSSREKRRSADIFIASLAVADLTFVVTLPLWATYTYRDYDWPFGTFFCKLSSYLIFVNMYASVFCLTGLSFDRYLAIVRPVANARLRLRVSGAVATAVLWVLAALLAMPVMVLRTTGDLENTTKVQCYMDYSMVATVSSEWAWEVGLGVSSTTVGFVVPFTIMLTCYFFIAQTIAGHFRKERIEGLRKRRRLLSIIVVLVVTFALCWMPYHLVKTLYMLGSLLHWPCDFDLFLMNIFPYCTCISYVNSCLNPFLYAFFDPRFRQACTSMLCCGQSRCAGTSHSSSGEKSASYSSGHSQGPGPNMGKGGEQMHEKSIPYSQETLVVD
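Assay system: CHO-K1 APJ beta-arrestin complementation cell line / Compound: single test compound dose, 20 µM final, 1% DMSO / Times: overnight seeding, 90 min compound at 25 °C, 1 h detection / Technique: beta-gal luminescence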
XBP1 UPR activ: activators of adaptive arm of unfolded protein response (XBP1) | AID 463104 | hit rate 0.33% among 330,000 | CHO-XBP1 luciferase reporter, IRE1-XBP1 UPR activation, luminescence; percent of tunicamycin response, DMSO as zero | activation, % at 20 µM;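 active means versus positive control, 20 µM dose yields 30% or more activation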;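 further: 100% = tunicamycin at 10 µg/mL and 0% = DMSO only wells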
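Material: CHO cell line with stable XBP1 luciferase reporter; schedule: 16-18 h cell attachment at 37 °C, then 6 h compound exposure; signal: glow luminescence from Steady-Glo reagent; medium: serum-containing F12 medium, 10% FBS; benchmarks: tunicamycin 10 µg/mL and vehicle-only wells; read-out: percent activation relative to tunicamycin reference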
tim23-1 inh: inhibits growth of tim23-1 mutant yeast; inhibition, % at 20 µM; hit rate 1.3% among 330,000; S. cerevisiae tim23-1 growth, BacTiter-Glo luminescence, 24 h;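 active means growth inhibition of the mutant yeast at or above 50%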;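 further: temperature-sensitive mutant grown at 25 °C; plate controls were DMSO-treated mutant yeast for no effect and medium wells lacking yeast for full effect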
UPR CHOP act: activators of apoptotic arm of unfolded protein response (CHOP) | CHO-CHOP luciferase reporter, UPR activation, luminescence; percent of tunicamycin response over DMSO baseline | activation, % at 10 µM | hit rate 0.34% among 330,000 | AID 449763;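 active means at 10 µM dose, activation of 40% or more, normalized to positive control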;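 further: 100% = tunicamycin at 10 µg/mL and 0% = DMSO alone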
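assay system = CHO CHOP reporter cells | amount = 500 CHO-CHOP cells per well | buffer or medium = F12 with 10% FBS | incubation = 16-18 h cell attachment, then 6 h compound exposure, 37 °C | detection = luminescence read with Steady-Glo | read-out = percent activation relative to tunicamycin control | controls = tunicamycin high control, DMSO low control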
NALP3 yeast inh: blocks the NALP3 inflammasome reconstituted in yeast; inhibition, % at 10 µM; Yeast reconstituted NLRP3/ASC/caspase-1, beta-gal luminescence, 24 h; AID 2825; hit rate 0.39% among 330,000;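 active means inhibition of 50% or more; inactive means inhibition below 50%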;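 further: plate controls were induced DMSO wells for no effect and uninduced yeast grown without galactose for full effect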
Active calls of the source: *.

SMILES	GRIN3A LBD mod	Mdm2 MdmX PPI	tim10-1 inh	TIM10 inh	APJ ag	XBP1 UPR activ	tim23-1 inh	UPR CHOP act	NALP3 yeast inh
Cc1ccc(S(=O)(=O)N2[C@@H](c3ccccc3F)C(C(=O)O)=CC[C@H]2c2ccc3c(c2)OCO3)cc1	3	-6	7	7	-5	-2	10	-1.3	-3
O=S(=O)(c1ccc(Br)s1)N1CCN(c2ccccc2)CC1	-1	25	0	10	-1	-2	32	-1.6	24
CCOc1ccc(-c2n[nH]c(=S)c3ccccc23)cc1	-4	25	4	8	-2	-3	14	-0.1	17
O=C(CC(=O)c1ccccc1)Nc1cccnc1Cl	2	-19	7	14	-1	3	23	6.8	13
O=C(O)c1ccc2c(c1)C1C=CCC1C(c1ccncc1)N2 (centres undefined)	-2	21	5	7	5	-2	1	-2.0	-12
Cn1ncc([N+](=O)[O-])c1C(=O)N1CCOCC1	1	-9	11	-9	-2	3	7	0.4	0
CN1CCc2c(sc(/N=C/c3cc(Cl)ccc3O)c2C#N)C1	-5	12	15	30	-1	1	47	2.9	2
O=C(c1ccc2c(c1)[nH]c(=S)n1c3ccccc3nc21)N1CCN(c2cccc(Cl)c2)CC1	4	85*	19	14	-3	33*	10	0.8	7
COc1cc(/C=c2\sc3n(c2=O)C(c2ccccc2)C(c2ccccc2)=NN=3)ccc1O (centres undefined)	8	47	22	24	-5	12	33	0.8	30
Cc1cccnc1NC(=O)C1COc2ccccc2O1 (centres undefined)	1	3	4	5	-2	1	-3	-0.3	16
CCOC(=O)CC12CN3CN(C1)CC(CC(=O)OCC)(C3)C2=O	0	0	-11	-7	-2	0	-20	-0.8	-10
COc1ccc(OC)c(-c2csc(NC(=O)c3ccc4c(c3)OCO4)n2)c1	-6	30	-13	-18	-2	2	-13	1.9	27
O=C(CCC(=O)N1CCN(S(=O)(=O)c2ccc3ccccc3c2)CC1)NCC(F)(F)F	-2	-10	-26	14	-2	1	-2	1.5	16
COc1cc(/C=N/NC(=O)c2ccccc2Cl)ccc1Oc1ccc([N+](=O)[O-])cn1	1	12	38	4	-2	-3	20	-2.8	6
Cc1cc([N+](=O)[O-])nn1CCCC(=O)Nc1cccnc1Cl	0	21	17	7	-7	-3	-4	-1.3	-7
Cn1c(=O)n(C)c2cc(NC(=O)c3ccccc3NS(C)(=O)=O)ccc21	2	8	10	7	-1	1	6	3.6	15
Cc1nnc(NC(=O)C(C)Sc2nncn2C)s1 (centres undefined)	-4	12	3	-10	-7	-2	5	1.1	12
CCCCCN1CC(=O)N2C(C)c3[nH]c4ccccc4c3C[C@H]2C1=O (some centres undefined)	-2	16	33	8	-2	-7	40	-1.6	-1
Oc1ccc(Br)cc1-c1cc(-c2ccccc2Cl)[nH]n1	23*	20	17	17	-3	3	17	3.3	-10
CC(C)(C)N(NC(=O)Nc1ccc(Cl)c(Cl)c1)C(=O)c1ccccc1	5	86*	12	-7	-3	-3	15	2.5	2
Cc1[nH]nc2c1[C@@H](c1ccccc1[N+](=O)[O-])C(C#N)=C(N)O2	1	-15	2	-11	1	2	15	1.7	19
COc1cc(/C=N/Nc2nncn2N)ccc1OCc1c(C)no[n+]1[O-]	-1	8	0	9	8	0	23	1.3	1
Cn1cccc1/C=N/NC(=O)c1ccccn1	0	-1	15	0	-5	2	1	5.1	-1
Cc1ccc(/C=N/NC(=O)c2n[nH]c3c2CCCC3)cc1	-4	37	13	-11	1	15	4	3.5	3
O=C(COC(=O)C1(c2ccccc2)CC1)NNC(=O)c1ccccc1F	-1	2	-15	-13	7	-1	3	0.3	26
CN(C(=O)c1ccc(NC(=O)Cc2cccc(NC(=O)C3CCN(C(=O)c4ccccc4)CC3)c2)cc1)C1CCCC1	-1	12	10	-3	-2	-1	25	-0.7	4
O=C(NCc1ccc(F)cc1)C(c1ccccc1)c1ccccc1	1	-9	11	-2	-1	-3	11	-0.8	18
Cc1ccccc1N1CC2=C(C1=O)C(c1ccccc1)NC(=O)N2C (centres undefined)	2	3	4	11	-2	2	3	0.3	4
Cc1nc(Oc2ccccc2)c2ccccc2n1	1	-1	16	-3	-3	-1	14	-1.2	13
CN(c1cccc(NC(=O)CN(c2cccc(F)c2)S(C)(=O)=O)c1)S(C)(=O)=O	4	19	13	2	-2	-1	9	2.5	7
O=C(CNCCO)N1CCc2ccccc21	0	9	12	2	-2	-3	9	2.6	1
COc1ccc(C(=O)NCCCNC(=O)c2cccnc2)cc1OC	1	23	-16	6	1	3	3	0.6	9
O=C(NCCc1ccccc1)C(=O)NCC1(c2ccccc2)CCCC1	1	11	10	1	-3	-3	9	0.8	11
NS(=O)(=O)c1ccc(CNC(=S)NC(=O)c2ccco2)cc1	-1	6	0	1	-1	0	4	0.3	14
COc1cccc(-c2ccc3ncnc(NCc4cc(C)cs4)c3c2)c1	-12	48	12	-21	-3	-1	25	-0.7	24
CC(=O)N1CCc2cc(S(=O)(=O)CCC(=O)Nc3cc(C)cc(C)c3)ccc21	0	0	2	4	-3	-6	5	1.3	11
Cc1cc(OCC(=O)NNC(=O)c2ccncc2)ccc1C(C)C	0	8	-9	-3	10	-1	-11	1.7	-3
C/C(CCc1ccccc1)=N\NC(=O)C(=O)Nc1cccc(Cl)c1	-2	-19	3	-2	-2	-3	8	0.2	7
CCOc1ccccc1NC(=O)c1nc(S(=O)(=O)Cc2ccccc2)ncc1Cl	2	97*	59*	32	-9	-11	78*	-12	45
CC(C)OC(=O)CCNc1n[nH]c(=O)[nH]c1=O	2	6	7	-7	3	-1	13	-0.1	17
CC(NC(=O)CNC(=S)N(Cc1cccs1)C1CCCC1)c1ccccc1 (centres undefined)	-2	-7	36	-3	-3	0	28	-1.0	3
O=C(COC(=O)C1CC(=O)N(c2ccc3c(c2)OCCO3)C1)Nc1ccc2c(c1)CCC2 (centres undefined)	0	9	29	9	-4	-8	22	-2.9	15
O=C(N/N=C/c1ccc([N+](=O)[O-])o1)C(=O)Nc1ccc(C(=O)O)cc1	-1	-26	2	4	-1	0	7	-0.8	8
Cc1cccnc1NC(=O)NC(=O)c1ccc(C(C)(C)C)s1	2	-32	-22	1	-6	0	15	4.3	20
O=C(COC(=O)Cc1cccc2ccccc12)Nc1ccccc1-c1ccccc1	-1	23	16	17	-3	1	21	0.5	2
Cc1ccc(-c2csc(NC(=O)C[n+]3cc(-c4ccccc4)n4c3CCC4)n2)cc1	-5	18	-8	6	-5	5	-11	0.1	-28
COc1ccc(CCN(C)C(=O)/C=C/c2c(Cl)nc3ccccn23)cc1OC	0	14	-7	-1	-1	2	10	0.4	19
C[C@H](NC(=O)CCCn1nnc2ccccc2c1=O)C(=O)O	0	4	-5	-21	-3	0	6	0.4	3
Cc1ccc(OCC(=O)NNC(=O)CSc2ncc(C#N)c(N)n2)cc1	-1	0	2	2	4	-1	3	-0.9	4
C[C@H](CO)N1C[C@H](C)[C@@H](CN(C)S(=O)(=O)c2ccccc2)Oc2c(NS(=O)(=O)c3ccc(F)cc3)cccc2C1=O	-2	7	2	0	3	0	-9	0.7	11
O=C(CN1CC(=O)Oc2ccccc21)OCC(=O)c1cccc(Br)c1	-1	21	14	4	-6	0	23	-5.5	19
Cc1ncn(-c2ccccc2)c1-c1ccccc1	-3	-3	11	-11	-3	-1	-5	-1.6	29
CCn1c(SCC(=O)NC2CCCC2)nnc1-c1ccncc1	0	5	-5	-12	0	-2	-10	-0.5	8
COCCn1nnnc1C(c1cccs1)N1CCN(c2ccccc2)CC1 (centres undefined)	-3	-37	8	9	3	-1	22	1.4	16
CCOc1ccc(NC(=O)N(CCN2CCOCC2)Cc2ccc3c(c2)CCCN3CC)cc1	1	9	19	5	-4	0	9	-2.0	17
O=C(NCc1ccc2c(c1)OCO2)C1CC(=O)N(c2ccc(Cl)cc2)C1 (centres undefined)	0	22	-9	-3	-3	3	4	2.4	29
CCOC(=O)Nc1sc2nc(C)cc(C)c2c1-n1cccc1	10	31	29	13	-1	-1	51*	0.4	29
Cc1ccc(-n2cc(CN(C)Cc3nccn3C)c(-c3cccc(C)c3)n2)cc1	-3	28	-9	0	-3	-1	26	0.9	16
Cc1ccccc1CNC(=O)/C=C\C(=O)O	0	18	5	-4	-1	-3	-5	0.3	7
O=C(OCc1ccccc1)/C(=C/c1cccc([N+](=O)[O-])c1)NC(=O)c1ccco1	1	11	32	23	7	-3	39	0.0	19

More entries:
SMILES	GRIN3A LBD mod	Mdm2 MdmX PPI	tim10-1 inh	TIM10 inh	APJ ag	XBP1 UPR activ	tim23-1 inh	UPR CHOP act	NALP3 yeast inh
COc1cc(CC(=O)OCC(=O)Nc2cc([N+](=O)[O-])ccc2Cl)cc(OC)c1OC	-1	9	7	-3	0	-3	21	0.1	11
Cc1nnc(Nc2ccc(C(=O)NCCO)cc2)c2ccccc12	-2	14	19	-6	0	3	2	-1.8	-9
CCC(=O)Nc1cccc(NC(=S)NC(=O)c2ccc(C)cc2)c1	-1	-136	9	11	-3	2	-13	3.0	-11
CC(=O)N1CCN(c2ccc([N+](=O)[O-])c(-n3nc(C)cc3C)c2)CC1	-1	11	1	-3	0	0	9	-1.1	8
CCCCNC(=O)C1COc2ccccc2O1 (centres undefined)	2	-3	-8	-14	5	1	-3	-0.4	11
Cn1nnnc1Sc1ncnc2scc(-c3cccc(S(C)(=O)=O)c3)c12	-1	84*	-2	1	1	-8	-26	1.6	0
CCN(CC)c1nc2n(c(=O)n1)CCN2CC	1	8	12	8	-5	1	-3	-2.7	-2
Cc1cc(C(=O)CSc2ncccn2)c(C)n1-c1cccc(F)c1	-3	-147	18	24	-3	3	31	5.3	-11
Nc1nc(COC(=O)C2CC(=O)N(Cc3ccccc3Cl)C2)nc(Nc2ccccc2)n1 (centres undefined)	1	-25	17	5	-1	2	29	1.0	20
CCOC(=O)C1(C)NC(c2ccc(OC)cc2OC)C2C(=O)N(c3cccc(OC)c3)C(=O)C21 (centres undefined)	0	7	14	-10	-7	-1	20	-0.8	-8

Some of the entries above in another layout:
Structure | GRIN3A LBD mod | Mdm2 MdmX PPI | tim10-1 inh | TIM10 inh | APJ ag | XBP1 UPR activ | tim23-1 inh | UPR CHOP act | NALP3 yeast inh
Oc1ccc(Br)cc1-c1cc(-c2ccccc2Cl)[nH]n1 | 23* | 20 | 17 | 17 | -3 | 3 | 17 | 3.3 | -10
CC(C)(C)N(NC(=O)Nc1ccc(Cl)c(Cl)c1)C(=O)c1ccccc1 | 5 | 86* | 12 | -7 | -3 | -3 | 15 | 2.5 | 2
Cc1[nH]nc2c1[C@@H](c1ccccc1[N+](=O)[O-])C(C#N)=C(N)O2 | 1 | -15 | 2 | -11 | 1 | 2 | 15 | 1.7 | 19
COc1cc(/C=N/Nc2nncn2N)ccc1OCc1c(C)no[n+]1[O-] | -1 | 8 | 0 | 9 | 8 | 0 | 23 | 1.3 | 1
Cn1cccc1/C=N/NC(=O)c1ccccn1 | 0 | -1 | 15 | 0 | -5 | 2 | 1 | 5.1 | -1
Cc1ccc(/C=N/NC(=O)c2n[nH]c3c2CCCC3)cc1 | -4 | 37 | 13 | -11 | 1 | 15 | 4 | 3.5 | 3
